PGC1a acetyl inh = inhibitors of PGC1a acetylation signal, primary screen, cell-based, U2OS, AlphaScreen, inhibitor mode; AlphaScreen anti-acetyl-lysine; with virally co-expressed GCN5 acetyltransferase; inhibition, % at 15.6 µM; actives 0.17% (n = 350,000); AID 651687, 2012;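 active = every replicate shows inhibition of at least 40%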;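 also: 0% = neutral control wells and 100% = positive control wells; some results beyond the cut were filed as inactive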
S100A4 inh HTS = inhibitors of S100A4-myosin IIA peptide binding, primary screen, biochemical, fluorescence polarization, TAMRA-MyoIIA peptide; AID 652163, 2013; inhibition, % at 10.7 µM; actives 0.14% (n = 360,000);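 active = mean inhibition of at least 70% across replicates, with every replicate also reaching that level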
Target sequence (P26447 whole entry, looked up): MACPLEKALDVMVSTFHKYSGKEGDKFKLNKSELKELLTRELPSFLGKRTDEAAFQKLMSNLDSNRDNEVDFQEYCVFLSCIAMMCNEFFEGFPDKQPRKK
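System – human S100A4 monomer protein, biochemical binding assay · Buffer or medium – Calcium-containing HEPES buffer, pH 7.2 · Timing – 5 min between mix addition and reading · Also added – TAMRA-labelled myosin IIA heavy-chain peptide probe, 5 nM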
LGR2 antag = inhibitors of bursicon-induced LGR2 CRE-luciferase signal, primary screen, cell-based, HEK293, CRE-luciferase reporter, bursicon stimulation | Drosophila bursicon receptor LGR2 (rickets) | inhibition, % at 9.99 µM | bursicon-stimulated, 4 h | actives 0.35% (n = 380,000);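 active = drop in luminescence signal, shown as inhibition above about 50% in the replicate tests, limit read from the data, passing the limit was not always enough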;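 also: agonist challenge used bursicon conditioned medium at about half maximal strength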
FN deposit inh = inhibitors of fibronectin matrix deposition, primary screen, AH1F cells, Alexa488-fibronectin fluorescence, plate reader; AH1F fibroblasts, overnight; inhibition, % at 12.6 µM; actives 0.086% (n = 350,000); AID 743247, 2014;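 active = mean inhibition across replicates of 30% or more, regardless of how many single replicates reach that level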;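 also: positive control wells lacked labelled fibronectin entirely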
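test system = AH1F fibroblasts assembling fluorescent fibronectin matrix | quantity = 10000 AH1F cells per well | buffer or medium = DMEM plus 2% serum, read in PBS | doses = single dose, pinned | incubation = 1 h cell attachment, overnight exposure to compound and label | detection = fluorescence at 485 nm excitation, 525 nm emission | read-out basis = inhibition from reduced deposited-fibronectin fluorescence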
ERAP1 inh = human ERAP1 aminopeptidase inhibitors, primary screen, biochemical, single point, plate reader | inhibition, % at 10.7 µM | Endoplasmic reticulum aminopeptidase 1 (Homo sapiens), Q9NZ08 | recombinant ERAP1, Leu-AMC fluorescence, 60 min | actives 0.15% (n = 340,000) | AID 652197, 2013;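 active = mean replicate inhibition of at least 30%, or all replicates individually reaching that 30% level; inactive = mean below 30% and not every replicate reaching it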;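 also: 0% = neutral control wells and 100% = L-leucinethiol positive control wells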
Target sequence (Q9NZ08 whole entry, looked up): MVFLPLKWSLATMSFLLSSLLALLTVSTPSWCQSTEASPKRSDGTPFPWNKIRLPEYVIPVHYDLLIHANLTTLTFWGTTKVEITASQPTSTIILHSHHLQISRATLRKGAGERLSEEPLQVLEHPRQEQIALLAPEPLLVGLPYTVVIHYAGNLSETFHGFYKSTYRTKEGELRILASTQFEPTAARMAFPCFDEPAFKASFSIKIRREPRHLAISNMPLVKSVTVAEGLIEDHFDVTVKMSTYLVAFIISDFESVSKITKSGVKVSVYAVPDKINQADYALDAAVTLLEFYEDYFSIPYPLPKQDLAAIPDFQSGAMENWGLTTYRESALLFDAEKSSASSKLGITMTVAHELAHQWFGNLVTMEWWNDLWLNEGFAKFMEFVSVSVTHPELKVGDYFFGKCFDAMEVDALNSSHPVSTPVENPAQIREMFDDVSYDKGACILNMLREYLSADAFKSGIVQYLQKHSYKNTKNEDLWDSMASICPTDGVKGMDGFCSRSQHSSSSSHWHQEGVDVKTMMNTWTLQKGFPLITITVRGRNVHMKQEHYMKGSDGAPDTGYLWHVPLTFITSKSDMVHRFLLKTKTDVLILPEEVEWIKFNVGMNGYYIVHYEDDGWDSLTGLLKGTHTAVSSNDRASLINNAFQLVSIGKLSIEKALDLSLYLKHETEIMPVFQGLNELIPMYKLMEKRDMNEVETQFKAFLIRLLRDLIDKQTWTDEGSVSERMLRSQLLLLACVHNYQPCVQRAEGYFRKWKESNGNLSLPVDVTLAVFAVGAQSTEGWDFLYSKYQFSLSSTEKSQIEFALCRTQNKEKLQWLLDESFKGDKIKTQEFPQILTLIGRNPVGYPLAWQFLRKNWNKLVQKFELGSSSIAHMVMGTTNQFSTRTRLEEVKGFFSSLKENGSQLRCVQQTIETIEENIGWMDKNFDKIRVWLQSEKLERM
PAX8 inh HTS = inhibitors of PAX8-driven TPO luciferase reporter, primary screen, RMG-I cells, single concentration. SteadyGlo, 24 h. inhibition, % at 12.6 µM. actives 1.2% (n = 360,000);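 active = mean replicate inhibition at least 60% with every replicate also reaching 60%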;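 also: luciferase light reporting Pax8 driven TPO promoter activity; plate controls were median of neutral control wells for no effect and mitoxantrone controls for full effect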
PglD DTNB = C. jejuni PglD acetyltransferase inhibitors, primary screen, biochemical, DTNB colorimetric, single point. inhibition, % at 12.5 µM. UDP-N-acetylbacillosamine N-acetyltransferase PglD (Campylobacter jejuni). purified PglD enzyme, DTNB colorimetric CoA detection. AID 602405, 2012. actives 0.098% (n = 360,000); in the data active = inhibition above about 16%, passing the limit was not always enough; also: strong numbers were not always called active
EWS-Fli inh = EWS/Fli-driven NR0B1 reporter inhibitors, primary screen, A673 cells, NR0B1 luciferase, luminescence, MLPCN library; viability-normalised; inhibition, % at 12.6 µM; actives 0.67% (n = 350,000); AID 651661, 2012;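 active = mean inhibition of at least 50% after viability correction, with every replicate also passing that limit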;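 also: firefly luciferase signal divided by Alamar Blue viability fluorescence both relative to DMSO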
Active calls of the source: *; / = no result given; & = joins results of further samples. This is a random part of the collection. About 2.1% of those tested had a hit in this group.

SMILES	PGC1a acetyl inh	S100A4 inh HTS	LGR2 antag	FN deposit inh	ERAP1 inh	PAX8 inh HTS	PglD DTNB	EWS-Fli inh
O=C(c1ccc(C(F)(F)F)cc1)N1CCC(=O)N(C(COCc2ccccc2)Cc2ccccc2)CC1 (centres undefined)	-16	3	6	10	-3	3	-4	6
COC(=O)c1ccc(COC(=O)C(NC(=O)Cc2ccccc2)C(C)C)cc1 (centres undefined)	-9	-5	4	6	-2	11	-4	-6
COc1ccc(CNC(=O)C2(CC(=O)NC(C)(C)C)CCCC2)cc1	7	-2	15	-12	-3	-13	1	0
O=C(N/N=C/c1ccncc1)c1cccc(NC(=O)c2ccc(Cl)cc2)c1	/	7	-39	-18	1	22	/	-2
Nc1ccccc1C(O)(Cc1ccccc1)c1ccccc1 (centres undefined)	-36	-1	5	-2	2	3	-1	0
COc1ccc(C(=O)N2CCCc3ccccc32)cc1OC	-11	0	3	-1	-1	9	1	-12
CCC(=O)N1CCc2cc(Br)cc(S(=O)(=O)N3CCC(C(=O)NC(C)(C)C)CC3)c21	-21	-1	6	1	-2	20	-2	-4
NC(=O)c1nsc(C(=O)N(Cc2ccc(F)cc2)C(C(=O)NC2CCCC2)c2ccco2)c1N (centres undefined)	5	-15	-8	-2	1	-5	-1	-1
CCOc1ccc(-n2c(-c3ccc(Br)cc3)c[n+]3c2CCCCC3)cc1	-10	7	-6	-2	4	95*	/	35
Cc1cc(C)nc(N2N=C(C(C)(C)C)CC2=O)n1	0	-3	-5	/	5	/	6	20
Cn1ccc(NC(=O)Nc2ccc(Cl)cc2Cl)n1	14	-5	-24	2	-1	39	2	-92
O=C(CN(C(=O)CNS(=O)(=O)c1ccccc1)c1ccc(F)cc1)NCc1ccco1	0	2	5	-9	0	7	1	7
CCC(C(=O)NC1CCCC1)n1c(C2CCCC2)nc2ccccc21 (centres undefined)	/	7	20	0	0	-6	/	-13
CN(CC(=O)Nc1ccc(Cl)cc1)C(=O)CCc1ccccc1	/	-1	7	2	-4	-13	-3	-4
Nc1ccccc1-c1nc2ccccc2[nH]1	-2	/	/	-5	/	-159	6	/
C=CCNC(C(=O)Nc1cccc(OC)c1)c1ccccc1 (centres undefined)	-3	-10	-38	3	-2	-6	/	-9
COc1cc2c(cc1OC)CN(CC(=O)NC(=O)NC(C)(C)C)CC2	7	10	2	-9	-5	-1	/	11
COc1ccc(NC(=O)Nc2ccc3c(c2)C(=O)N([C@H](C)CO)C[C@@H](C)[C@@H](CN(C)Cc2ccc(C(=O)O)cc2)OCCCC[C@@H](C)O3)cc1	3	10	8	/	-15	-2	2	-8
Cc1ccc(-c2nnc(CCC(=O)NCc3csc(C)n3)o2)s1	-8	4	-5	1	2	-53	4	-6
O=C(Nc1ccccc1)N1CCCCN2[C@H](C1)[C@@H](c1ccc(C#CC3CC3)cc1)[C@@H]2CO	4	1	9	/	1	6	5	/
COc1cc(F)c(S(=O)(=O)N2CCOc3ccccc32)cc1OC	/	-1	-4	-1	5	9	4	8
CC/C(=N\NC(=O)OC)c1ccc(OC(F)F)cc1	9	4	-4	-2	-2	19	-4	1
CCCCc1nc2sc3c(SCC(=O)NCc4ccco4)ncnc3c2c2c1CCC2	59	/	/	-12	/	13	-2	/
CO[C@H]1CN(C)C(=O)c2ccc(NC(C)=O)cc2OC[C@@H](C)N(C(=O)C2CC2)C[C@H]1C	-9	28	7	-4	-1	7	13	-5
COC(=O)C1CCN(C(=O)Nc2ccc(OC)cc2)CC1	-8	/	/	3	/	-2	-2	/
CCN(CC)S(=O)(=O)c1ccc(C(=O)OCC(=O)NCc2ccco2)cc1	11	1	10	/	2	9	/	1
COc1cccc(CNC(=O)C[C@@H]2CC[C@H]3[C@@H](COc4ccc(NC(C)=O)cc4C(=O)N3C)O2)c1	3	/	1	-6	/	-5	1	-10
COc1ccc(CCN(C)CCC(=O)Nc2cccc(C)c2)cc1OC	-10	-4	1	3	5	-1	/	12
COC(=O)C1C(O)=C(C=Nc2ccc(N)cc2)C(=O)CC1(C)C (centres undefined)	6	/	/	6	/	13	0	/
CSCCC(NC(=O)c1ccco1)C(=O)NC1CCC(C)CC1 (centres undefined)	/	-6	-37	-4	3	-79	-5	-101
Cc1ccc(-c2csc3nc(-c4ccncc4)[nH]c(=O)c23)cc1	3	3	-27	7	1	-13	2	-21
O=[N+]([O-])c1ccc(Nc2nccc(Cl)n2)cc1	0	0	0	7	/	-64	-8	-24
Cc1ccc(S(=O)(=O)N2CCC(C(=O)NCCN3CCOCC3)CC2)cc1	10	9	5	-3	1	-1	-3	5
O=C(NCCCN1CCCC1=O)C1CCN(S(=O)(=O)c2ccc(Cl)cc2)CC1	3	2	-2	-8	1	-1	0	-4
O=C(c1cccnc1)N1CC2(C1)[C@H](c1ccccc1)[C@@H](CO)N2Cc1cccnc1	/	-46	-18	-7	1	/	/	-5
O=C(C1CC1)N1C[C@@H]2[C@H](c3ccccc31)[C@H](CO)N2C(=O)c1ccccn1	1	/	6	/	/	-15	-1	1
COCCNC(=O)CSc1ncnc2sc(-c3ccccc3)cc12	/	-4	-29	8	0	-16	/	-10
COc1ccc(CC(=S)N2CCOCC2)cc1	4	/	/	-1	/	-7	1	/
O=C(NCc1ccncc1)c1cc2ccccc2nc1Cl	-7	-3	-4	-5	/	5	0	-6
O=C(C[C@@H]1C=C[C@H](NC(=O)Nc2cc(F)ccc2F)[C@@H](CO)O1)NCCCN1CCOCC1	1	2	-7	9	3	-5	-1	4
CC1CCN(C(=O)c2ccc(-c3ccccc3Cl)o2)CC1	/	-3	-46	11	2	-161	/	-51
CCCc1cc(=O)[nH]c(SCC(=O)Nc2cccc(S(=O)(=O)N3CCOCC3)c2)n1	-11	-2	-4	1	-10	-3	/	3
CCOC(=O)c1nn(-c2cccc(OC)c2)c2nc(Nc3ccccc3)cc(=O)n12	-13	/	13	/	/	3	2	/
Cc1ccc(Cc2c(-c3cccc(Br)c3)nc3cc(C)c(Br)c(C)n23)cc1	13	0	8	12	12	26	1	-7
COc1ccccc1N(C(=O)c1snc(C(N)=O)c1N)C(C(=O)NC1CCCC1)c1ccc2ncccc2c1 (centres undefined)	9	-4	19	-4	-4	12	-3	11
C[C@H]1CCCCO[C@@H](CN(C)Cc2ccc(C(F)(F)F)cc2)[C@@H](C)CN([C@@H](C)CO)C(=O)c2cc(NC(=O)Cc3ccccc3)ccc2O1	3	/	11	/	/	82*	3	13
COc1ccccc1C(=O)NCC(=O)OCC(=O)Nc1cccc(S(=O)(=O)N2CCCCCC2)c1	6	-4	7	1	-2	-8	/	-3
CCCCOc1ccc(NS(=O)(=O)c2ccc(-n3cnnn3)cc2)cc1	-4	-1	-5	-10	1	-4	7	4
O=C(N[C@H]1CC[C@H](CCNC(=O)C2CCCC2)O[C@H]1CO)c1ccccn1	4	-1	19	-6	2	4	2	-1
Cc1cc2ncn(-c3ncccc3[N+](=O)[O-])c2cc1C	/	-11	-14	-13	-1	13	3	58*
O=C(Nc1ccc2c(c1)OCCO2)c1ccc(Cl)c(Cl)c1	-9	-3	-23	2	-2	-89	1	-102
CC(=O)Nc1cccc(NC(=O)CSc2ccc(-c3ccco3)nn2)c1	-3	-10	-3	-6	2	20	2	-8
COc1cccc(NC(=O)N2CC3(C2)[C@H](c2ccccc2)[C@@H](CO)N3C(=O)C2CCCC2)c1	-12	3	-6	/	-1	/	/	6
CCOc1ccc(C2c3[nH]c4ccccc4c3CCN2Cc2cn(CC)nc2C)cc1 (centres undefined)	/	1	8	22	9	15	1	-1
CCN(c1ccc(F)cc1)S(=O)(=O)c1ccc2[nH]cc(C(=O)NCCCN3CCOCC3)c(=O)c2c1	3	-1	15	-15	0	-7	/	-4
COc1ccc(NC(=O)Nc2ccc3c(c2)CC(=O)N([C@H](C)CO)C[C@@H](C)[C@@H](CN(C)S(=O)(=O)c2ccc(OC)cc2)O3)cc1	-3	3	-2	/	0	3	2	9
CC(C)C1C(=O)N(Cc2cn(Cc3ccco3)nn2)CCS(=O)(=O)N1Cc1ccc(-c2ccc(F)cc2)cc1 (centres undefined)	/	19	21	/	/	24	-7	-8
O=C(Nc1cc(F)ccc1F)N1C[C@@H]2[C@H](c3ccccc31)[C@H](CO)N2Cc1ccncc1	-2	0	4	/	-2	15	0	3
C[C@H]1CCCCO[C@@H](CN(C)C(=O)C2CCCCC2)[C@@H](C)CN([C@@H](C)CO)C(=O)c2cc(NC(=O)Cc3ccccc3)ccc2O1	0	-1	-8	/	2	7	0	6
Cc1ccc2c(c1)N(CCCC(=O)NCCCN1CCCC1=O)C(=O)CO2	-25	-9	4	-5	-2	2	0	3
Additional compounds.
SMILES	PGC1a acetyl inh	S100A4 inh HTS	LGR2 antag	FN deposit inh	ERAP1 inh	PAX8 inh HTS	PglD DTNB	EWS-Fli inh
Cc1cc(NC(=O)c2cc(-c3ccccc3)on2)n(-c2ccccc2)n1	11	/	4	-5	/	/	-4	/
O=C(CC1Oc2ccccc2NC1=O)NCCCN1CCOCC1 (centres undefined)	/	2	9	-2	0	-5	1	-7
CN(C)S(=O)(=O)c1ccc2nnn(OCC(=O)NC34CC5CC(CC(C5)C3)C4)c2c1	/	/	4	7	/	0	6	/
CCN(C[C@H]1N[C@@](Cc2ccccc2)(C(=O)OC)[C@H]2C(=O)N(C)C(=O)[C@@H]12)C(=O)Nc1ccc(C)cc1	/	-4	-10	/	0	-12	-3	5
CCO[C@@H]1OC(C(=O)N2CCN(Cc3ccc4c(c3)OCO4)CC2)=C[C@H](C)[C@H]1CCCO	-14	-1&1	14	2	-1&-6	11&4	4&-7	-4&5
CCN(C[C@H]1[C@H](c2ccccc2)[C@H](CO)N1C(C)=O)C(=O)NC1CCCC1	1	-1	2	-4	-2	-13	1	16
CC(C)COc1ccc(C(=O)N/C(=C/c2cccc([N+](=O)[O-])c2)C(=O)O)cc1	0	0	3	9	2	-3	0	-5
Cc1ccccc1-n1nc2c(c1NC(=O)c1ccc(S(=O)(=O)N(C)C)cc1)CSC2	14	-25	5	/	-1	/	-1	6
Cc1[nH]c2ccccc2c1C(=O)CN1CCCC1	/	-2	6	2	9	/	-3	11
O=[N+]([O-])c1csc2ccccc12	6	-1	-2	-8	1	9	-2	4
Cc1ccc(NC(=O)CCC(=O)NNC(=O)NC23CC4CC(CC(C4)C2)C3)cc1C	/	5	-3	2	-1	10	/	-12
CN(C)S(=O)(=O)c1ccc(Cl)c(NC(=O)CSc2nnnn2-c2ccc(O)cc2)c1	/	-2	34	14	14	4	/	7

Exported bar-delimited: part of the list above.
Structure | PGC1a acetyl inh | S100A4 inh HTS | LGR2 antag | FN deposit inh | ERAP1 inh | PAX8 inh HTS | PglD DTNB | EWS-Fli inh
O=C(CC1Oc2ccccc2NC1=O)NCCCN1CCOCC1 (centres undefined) | / | 2 | 9 | -2 | 0 | -5 | 1 | -7
CN(C)S(=O)(=O)c1ccc2nnn(OCC(=O)NC34CC5CC(CC(C5)C3)C4)c2c1 | / | / | 4 | 7 | / | 0 | 6 | /
CCN(C[C@H]1N[C@@](Cc2ccccc2)(C(=O)OC)[C@H]2C(=O)N(C)C(=O)[C@@H]12)C(=O)Nc1ccc(C)cc1 | / | -4 | -10 | / | 0 | -12 | -3 | 5
